Mm-Cpn inhibitor: inhibitors of Methanococcus maripaludis chaperonin (MmCpn); 330,000 tested, 0.031% active; purified Mm-Cpn ATPase, ADP Transcreener TR-FRET; Potency, µM (titrated, usually from 76.9 µM), without a hit: at the highest dose activity, negative = inhibition, most hits filed as inhibitors; further: potency means the concentration at half of the fitted maximal effect; on the % scale 0 is the no-effect control and ±100 the full control effect; nearly all actives have a fitted effect of over 80% in size
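Reaction buffer contained 30 mM Tris pH 7.4, 100 mM KCl, 5 mM MgCl2 and 1 mM DTT. Mm-CPN (25 nM final) hydrolysed 10 uM ATP over 30 min at 37°C; ADP was read by HTRF.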
Akt phos inh: Akt phosphorylation inhibition; activity change, % for hits at 50 µM; AID 651550; Neuro2A IGF-stimulated pAkt S473 HTRF, 20 min; active compounds read low; 360,000 tested, 0.32% active; in the data active means activity change below about -80%; inconclusive means mostly about -51% to -80%; further: on the % scale 0 is the no-effect control and ±100 the full control effect
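Neuro2A cells (4,500/well, DMEM with 0.5% FBS) were treated with compound at a single 50 µM final concentration, stimulated with 6 nM IGF for 20 min at 37 °C, and lysed. Phospho-Akt Ser473 was read by HTRF as 665/615 ratio ×10^4.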
TDP43 rescue: inhibitors of TDP-43 toxicity in yeast; TDP-43 expressing yeast growth rescue, BacTiter-Glo, 24 h; Potency, µM (doses to about 46.1 µM), for the others: at the top dose growth rescue (activation), most hits filed as activators; 410,000 tested, 1.8% active; AID 652104; further: potency means the concentration at half of the fitted maximal effect; % of control where 0% means no effect; nearly all actives have a fitted effect of over 50% in size
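Growth rescue of TDP-43-toxic yeast measured as ATP luminescence (BacTiter-Glo). Cells grown to mid-log in raffinose, induced in galactose at OD600=0.02, exposed to compound 24 hr at 30 deg C.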
Abeta rescue: restores growth of yeast expressing A-beta42 peptide; 410,000 tested, 0.063% active; yeast expressing A-beta42, growth rescue, OD600, 48 h; response scale: 0% DMSO, 100% iron-clioquinol control; AID 1347071; Potency, µM (doses to about 46.1 µM), for the others: top-dose growth rescue, hits mostly activators; further: potency means the concentration at half of the fitted maximal effect; nearly all actives have a fitted effect of over 55% in size
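Yeast growth medium received pinned compounds, then yeast cells expressing toxic A-beta were added; plates incubated at 30 C for 48 hr. Growth read as absorbance at 600 nm, normalized to DMSO and equimolar FeCl3 plus clioquinol controls.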
aSyn yeast inh: rescues yeast growth from alpha-synuclein toxicity; Yeast expressing alpha-synuclein, growth rescue, BacTiter-Glo, 24 h; Potency, µM (titrated, usually from 46.1 µM), without a hit: at the highest dose growth rescue (activation), usual class: activators; 370,000 tested, 0.14% active; further: potency means the concentration at half of the fitted maximal effect; % of control where 0% means no effect; nearly all actives have a fitted effect of over 65% in size
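Readout is rescue of growth in alpha-synuclein-expressing yeast, so inhibitors of toxicity appear as activators. Growth after 24 hr at 30 deg C in galactose medium is quantified by luminescence.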
FUS yeast rescue: rescues growth of FUS-expressing yeast; S. cerevisiae FUS-expressing, growth rescue, OD600, 24 h; Potency, µM (highest dose often 76.6 µM), without a hit: at the highest dose growth rescue (activation), hits mostly activators; 390,000 tested, 0.24% active; AID 1347120;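 further: potency means the concentration at half of the fitted maximal effect; plate controls were DMSO vehicle for no effect and reference control for full effect; nearly all actives have a fitted effect of over 55% in size; some results filed as inactive show a strong effect at the top dose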
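Restored growth of FUS-toxic S. cerevisiae, read as 600 nm absorbance after 24 h at 30C in galactose medium (starting OD 0.005). Controls CP55940 and DMSO.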
PTHR1 agonist: agonists of human PTHR1 parathyroid hormone receptor. Q03431. HEK293 GP2 PTHR1 cells, GloSensor cAMP luminescence, 1 h. Potency, µM (series often up to 115 µM), for the others: at the top dose activation, most hits filed as activators. 410,000 tested, 0.075% active; further: potency means the concentration at half of the fitted maximal effect; nearly all actives have a fitted effect of over 55% in size; some results filed as inactive show a strong effect at the top dose; inactives centre near -15; many of its hits are not listed in these tables
Target sequence (Q03431 whole entry, looked up): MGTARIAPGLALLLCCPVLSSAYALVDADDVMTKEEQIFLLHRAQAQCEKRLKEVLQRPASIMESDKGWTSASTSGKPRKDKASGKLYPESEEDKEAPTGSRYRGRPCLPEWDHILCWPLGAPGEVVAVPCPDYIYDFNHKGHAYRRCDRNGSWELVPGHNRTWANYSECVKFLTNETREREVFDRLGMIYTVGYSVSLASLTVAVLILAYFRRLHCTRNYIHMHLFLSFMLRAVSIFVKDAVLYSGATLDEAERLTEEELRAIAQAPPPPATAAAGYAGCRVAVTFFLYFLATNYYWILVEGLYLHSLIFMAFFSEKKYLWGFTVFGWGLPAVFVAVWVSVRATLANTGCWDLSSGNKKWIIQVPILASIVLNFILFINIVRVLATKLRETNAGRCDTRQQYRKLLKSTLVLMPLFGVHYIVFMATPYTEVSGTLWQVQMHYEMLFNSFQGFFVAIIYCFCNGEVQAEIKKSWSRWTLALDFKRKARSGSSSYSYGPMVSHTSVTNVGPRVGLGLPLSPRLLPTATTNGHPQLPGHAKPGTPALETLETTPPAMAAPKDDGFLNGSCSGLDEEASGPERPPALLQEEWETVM
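HEK-293-derived GP2 cells expressing PTHR1 and a GloSensor cAMP reporter, 3,000/well, plated overnight, given luciferin plus IBMX (each 0.5 mM as added) for 1 h at 37 °C, then compound for 1 h at 37 °C. Luminescence was read after 15 min at room temperature.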
GLP-1R inv ag: inverse agonists of human GLP-1 receptor. HEK293 GLP-1R CRE-luciferase, luminescence, 24 h; GLP-1R form is constitutively active. Potency, µM (doses to about 38.3 µM), for inactives: at the top dose activity change, negative = inhibition, most hits filed as inhibitors. 410,000 tested, 1.6% active; further: potency means the concentration at half of the fitted maximal effect; on the % scale 0 is the no-effect control and ±100 the full control effect; nearly all actives have a fitted effect of over 55% in size
Target sequence (P43220 whole entry, looked up): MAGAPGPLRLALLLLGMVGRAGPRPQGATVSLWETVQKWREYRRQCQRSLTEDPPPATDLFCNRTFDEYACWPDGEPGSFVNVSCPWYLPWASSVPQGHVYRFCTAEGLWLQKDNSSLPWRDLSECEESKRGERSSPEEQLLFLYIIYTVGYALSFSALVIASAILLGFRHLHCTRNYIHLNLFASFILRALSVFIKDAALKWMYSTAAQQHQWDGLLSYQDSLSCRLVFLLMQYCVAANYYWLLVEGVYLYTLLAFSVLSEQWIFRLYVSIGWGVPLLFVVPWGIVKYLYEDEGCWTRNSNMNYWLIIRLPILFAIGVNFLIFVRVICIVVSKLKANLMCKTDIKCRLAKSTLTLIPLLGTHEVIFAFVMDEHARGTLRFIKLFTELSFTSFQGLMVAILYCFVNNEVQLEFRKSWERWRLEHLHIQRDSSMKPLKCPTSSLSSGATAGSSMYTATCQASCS
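Inverse agonists were sought by their lowering of basal cAMP reporter luciferase output in HEK293 cells stably carrying constitutively active human GLP-1R, after 24 h compound treatment.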
HEK293 tox: cytotoxic in the GLP-1 receptor inverse agonist counter-screen; AID 624418; HEK293 cAMP-luciferase reporter cells, luminescence, 24 h; Potency, µM (titrated, usually from 38.3 µM), inactives show at the top dose activity change, negative = inhibition, hits mostly inhibitors; 410,000 tested, 0.13% active;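 further: loss of luciferase light is scored as toxicity; potency means the concentration at half of the fitted maximal effect; on the % scale 0 is the no-effect control and ±100 the full control effect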
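Step one: seed cells (200 cells/uL, DMEM with 10% Nu serum, 1% pen-strep). Step two: 12-hour incubation at 37 deg C. Step three: pin 23 nL compound, incubate 24 hr. Step four: add luciferase reagent, read luminescence 12 min later.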
Starred values were filed as active, the others as inactive; i = inactive; ? = inconclusive; . = not tested or not shown; & = joins results of further samples; [ ] = remark or other dose. Unless noted, the call rests on the fitted dose curve; in most records, active means well fitted curve in the direction sought with a large enough effect; inconclusive means small, poorly fitted or top-dose-only effect, or another doubt; inactive means no such curve, though single readings can be large; an effect the other way counts as inactive or inconclusive. Some of the compounds tested; rates above refer to the full screens.

Compound	Mm-Cpn inhibitor	Akt phos inh	TDP43 rescue	Abeta rescue	aSyn yeast inh	FUS yeast rescue	PTHR1 agonist	GLP-1R inv ag	HEK293 tox
CCOc1ccc(C(=O)NCC(=O)N2CCCCCCC2)cc1	0%	i	2%	?	-3%	-2%	-26%	-30%	1%
COc1ccc(NC(=O)C2CCCN(c3cnccn3)C2)cc1 (configuration not stated)	-1%	.	13%	22%	22%	-25%	i	17%	6%
O=C(CN(Cc1ccc(F)cc1)C(=O)CCC(=O)Nc1ccccn1)NCc1ccc(F)cc1	-3%	i	-13%	-5%	-4%	18%	-19%	-14%	-16%
COc1cc(C(C(=O)NC(C)(C)C)N(Cc2ccc3c(c2)OCO3)C(=O)c2cnccn2)cc(OC)c1OC (configuration not stated)	0%	i	-14%	-13%	-1%	10%	-4%[57.5 µM]	14%	8%
O=C(CSc1ccc(-c2ccccn2)nn1)Nc1ccc(F)cc1F	3%	i	2%&11%	-16%&-33%	-11%	9%&-17%	-79%[inhibitor]	1%&2%	-1%&4%
O=C(O)/C=C/C(=O)N1Cc2cc3ccccc3nc2C1	0%	i	14%	1%	5%	7%	-15%	11%	2%
CCOC(=O)N1CCN(C(=O)C2CC(=O)N(c3ccccc3)C2)CC1 (configuration not stated)	-5%	i	-9%	7%	2%	.	-40%[inhibitor]	7%	-3%
C=CCN1C(=O)C2C3C=CC(C2C1=O)C1C2C(=O)N(CC=C)C(=O)C2C31 (configuration not stated)	2%	i	-1%	-9%	-2%	-1%	-15%	22%	10%
COc1cccc(OC)c1-c1nnc(-c2cn(C)c3ccccc23)o1	-1%	i	0%	12%	-7%	-13%	-32%[inhibitor]	25%	-17%
Cc1ccccc1NC(=O)/C(C#N)=C/c1ccsc1	3%	i	14%	5%	-5%	0%	i	-21%	11%
COc1ccc(CCn2c(N)cc(=O)[nH]c2=S)cc1OC	-11%	i	21%	-10%	-15%	56%	i	204%[activator]	-3%
O=C(O)c1ccc(COc2ccc3ccccc3c2/C=C2/NC(=O)N(Cc3ccc(F)cc3)C2=O)cc1	-1%	i	-15%	-14%	-2%	16%	-86%[inhibitor]	58%[activator]	4%
C/C(=N\NC(=O)C(c1ccncc1)N1CCOCC1)c1ccc(Br)cc1 (configuration not stated)	-1%	i	-23%	-15%	-3%	.	14%	7%	12%
COCCNC(=O)C(=O)NCCN1CCOCC1	-3%	i	8%	12%	-1%	14%	i	8%	-5%
CCOc1ccc(OCC)c(NC(=O)C2CCCN(S(=O)(=O)c3cc(Br)cc4c3N(C(=O)CC)CC4)C2)c1 (configuration not stated)	.	.	-13%	-4%	.	11%	?	-28%	1%
CC(C)c1ccc(OCC(=O)NNC(=S)NC(=O)c2ccco2)c(Br)c1	-8%	i	10µM*	11%	15%	9%	-18%	?	2%
COc1ccc(C(C#N)=C2C=C(Cl)C(=NO)C=C2Cl)cc1	.	i	30%	-11%	-8%	11%	-9%	?	-9%
Cc1cc(=O)n2c(C)n[nH]c2n1	2%	i	7%	-4%	1%	13%	i	-1%	13%
CCN(CC)S(=O)(=O)c1ccc(N2CCN(c3ccccc3O)CC2)nc1	3%	i	?	22%	0%	?	-20%	?	-14%
CC1=C(C(=O)Nc2ccccc2)C(c2ccc(O)cc2)N2C(=O)CSC2=N1 (configuration not stated)	-1%	i	6%	-5%	2%	?	?	19%	-6%
CCCCC(=O)N/N=C(\C)c1cccc(NC(=O)C2CC2)c1	1%	i	20%	-7%	3%	.	i	-11%	9%
COC(=O)Cc1c(C)c2ccc(OC(C)C)cc2oc1=O	-1%	i	21%	-7%	2%	-29%	-24%	-24%	0%
O=C(COc1ccc(Br)cc1)Nc1ccc(S(=O)(=O)Nc2ccccn2)cc1	0%	i	-15%	-6%	0%	4%	-23%	-15%	9%
COCCNC(=O)c1cccc(OC2CCN(C(C)COc3ccccc3)CC2)c1 (configuration not stated)	1%	i	25%	3%	8%	2%	-24%	-18%	?
O=C(COC(=O)CNC(=O)c1ccccc1F)Nc1ccc2c(c1)OCCO2	-2%	i	19%	-6%	0%	16%	i	3%	0%
Cc1nn(Cc2ccc([N+](=O)[O-])cc2)c(=O)n1-c1cccc(F)c1	-2%	i	3%	22%	-2%	-6%	-31%[57.5 µM]	-19%	-2%
Cc1nc2c(-c3ccc(F)cc3)c(C)nn2c(C)c1CCC(=O)NCc1ccc(Cl)cc1	.	.	-7%	-5%	.	-26%	-1%	-3%	-2%
COc1ccccc1N1CCN(CC(=O)Nc2ccc(-n3cnnn3)cc2)CC1	-9%	i	0%	0%	-6%	8%	-15%	14%	21%
CC1O[C@@H](O[C@H](C)CC/C=C/C(=O)O)C(O)C[C@H]1O (some centres not stated)	-1%	i	1%	-16%	-1%	-38%	-13%	14%	0%
Cc1cc(C)c(S(=O)(=O)N2CCCOC2CNC(=O)C(=O)NCc2ccccn2)c(C)c1 (configuration not stated)	0%	i	-14%	-4%	3%	-2%	i	1%	-4%
Oc1ccc(C[C@H]2CN([C@@H](Cc3ccccc3)CN3CCCC3CN3C(=S)NC[C@@H]3Cc3ccccc3)C(=S)N2CCc2ccccc2)cc1 (some centres not stated)	.	i	20%	5%	-19%	?	-22%	-18%	4%
N#Cc1ccc(NC(=O)Cn2cnc(S(=O)(=O)N3CCOCC3)c2)cc1	-3%	i	-8%	-4%	-4%	-4%	i	-16%	-10%
CSc1cccc(Nc2cc(C(=O)NCCCN(Cc3ccccc3)C(C)C)c3ccccc3n2)c1	.	.	15%	2%	.	15%	i	?	1%
Cc1cc(=O)n2[nH]c(N3C(=O)CCC3=O)nc2n1	0%	i	8%	18%	4%	3%	i	5%	-13%
COc1ccc(Br)c(-c2nc(CS(=O)(=O)c3ccc(F)cc3)no2)c1	-1%	i	5%	-10%	-5%	-22%	-2%	?	13%
CCN(CC)S(=O)(=O)c1ccc(N2CCOCC2)c(NC(=O)C(C)(C)C)c1	-1%	i	7%	-6%	2%	30%	i	8%	-9%
CCn1cc(CN2CCCC(C(=O)Nc3ccc(-c4cscn4)cc3)C2)cn1 (configuration not stated)	-1%	i	6%	-5%	1%	.	i	2%	-9%
COc1cc2ncnc(Nc3ccc4c(c3)OCO4)c2cc1OC	0%	i	13%	3%	2%	-18%	i	6%	3%
O=C(Oc1ccccc1)c1ccc2c(c1)C(=O)N(Cc1ccncc1)C2=O	-4%	i	-2%	-13%	0%	6%	-20%	23%	5%
NC(N)=NCCC[C@H](NC(=O)OCc1ccccc1)C(=O)O	1%	i	16%	2%	2%	-13%	-5%	2%	12%
CCc1c(C)nc(SC/C=C/c2ccccc2)[nH]c1=O	0%	i	?	.	7%	-1%	-35%[inhibitor]	-6%	-11%
Cc1cccc(OCc2nnc(SCC(=O)O)n2Cc2ccccc2)c1	0%	i	0%	-1%	6%	3%	i	9%	8%
Cc1c(C)c2ccc(OS(C)(=O)=O)c(C)c2oc1=O	-7%	i	17%	-7%	0%	-9%	i	60%[activator]	3%
N=C1C(c2ccccc2)=C(O)CN1c1cccc(S(=O)(=O)Nc2cccc(C(F)(F)F)c2)c1	-2%	i	-11%[0.397 µM]	-10%	10%	10%	i	12%	7%
COc1cccc(NS(=O)(=O)c2ccc(NC(C)=O)cc2)c1	-2%	i	-16%	12%	1%	22%	-2%[57.5 µM]	0%	5%
Cc1ccc(NC(=O)CSc2nc3c([nH]c4ccccc43)c(=O)n2-c2ccccc2)c(C)c1	.	.	5%	-11%	.	14%	-3%	6%	2%
Cc1c(C(=O)N2CCC(C)CC2)c(S(=O)(=O)NCc2ccccc2)c(C)n1C	.	.	15%	-5%	.	6%	i	3%	-1%
COc1ccc(-c2csc(NC(=O)C3CC(=O)N(Cc4ccccc4)C3)n2)cc1OC (configuration not stated)	-1%	i	-1%	-5%	1%	29%	-35%[inhibitor]	?	-11%
O=C(Nc1nc2c(s1)CCc1ccccc1-2)c1cccs1	-1%	i	22%	1%	-8%	15%	-41%[inhibitor][57.5 µM]	11%	83%[activator]
CCCCN(C(=O)c1cccc(S(=O)(=O)N2CCOCC2)c1)c1c(N)n(CCC)c(=O)[nH]c1=O	4%	i	8%	6%	-1%	-16%	-19%	9%	3%
C/C(=N\NC(=O)c1c(C)nc2ccccn12)c1ccc(O)cc1O	-2%	i	-13%	-1%	-2%	9%	i	?	3%
COC(=O)Cc1[nH]nc2c1C(C1C=CCCC1)C(C#N)=C(N)O2 (configuration not stated)	0%	i	-7%	4%	2%	19%	i	3%	-12%
C[C@H]1CN([C@@H](C)CO)C(=O)CCCn2cc(nn2)CO[C@@H]1CN(C)C(=O)Nc1cccc(F)c1	.	i	6%	2%	-6%	-3%	-14%	13%	12%
CCCNC(=O)C1(C)CCCN(C(=O)c2oc3ccccc3c2C)C1 (configuration not stated)	.	i	21%	6%	-4%	11%	i	18%	2%

Screens: PubChem BioAssay, National Center for Advancing Translational Sciences (NCATS)
